Screening results as filed in PubChem BioAssay.
CHRM4 PAM = potentiates acetylcholine response at human M4 receptor; P08173; CHO-K1 hM4/Gqi5, Fluo-8 calcium fluorescence, ACh EC20; 0% = ACh EC20, 100% = maximal ACh; activation, % at 3 µM; actives 0.4% (n = 360,000); AID 624126;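 active means activation above its plate's cutoff, the mean activation of sample wells plus 3 SD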; further: some results filed as inactive read as strong as hits
Target sequence (P08173 whole entry, looked up): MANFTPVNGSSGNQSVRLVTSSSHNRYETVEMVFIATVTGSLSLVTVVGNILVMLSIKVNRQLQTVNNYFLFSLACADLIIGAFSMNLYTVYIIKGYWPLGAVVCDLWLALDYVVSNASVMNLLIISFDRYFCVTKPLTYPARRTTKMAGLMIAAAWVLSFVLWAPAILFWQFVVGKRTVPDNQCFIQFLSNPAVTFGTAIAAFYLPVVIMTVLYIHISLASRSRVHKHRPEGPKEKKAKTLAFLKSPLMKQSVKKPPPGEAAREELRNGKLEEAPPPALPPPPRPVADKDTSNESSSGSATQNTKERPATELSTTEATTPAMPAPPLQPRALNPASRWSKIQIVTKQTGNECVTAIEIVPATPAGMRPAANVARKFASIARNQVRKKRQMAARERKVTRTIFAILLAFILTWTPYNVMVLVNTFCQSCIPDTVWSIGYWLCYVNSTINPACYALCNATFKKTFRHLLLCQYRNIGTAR
M4 ag = agonists of human muscarinic M4 receptor (CHRM4) | AID 624127 | activation, % at 3 µM | CHO-K1 hM4/Gqi5, Fluo-8 calcium fluorescence; vehicle 0%, full acetylcholine response 100% | actives 0.14% (n = 360,000) | P08173;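 active means activation above the run mean over all test wells plus 3 SD, cut at about 32% in these data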;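 further: peak over basal fluorescence ratio per well then scaled between controls; 0% = DMSO wells and 100% = acetylcholine at EC100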
M5 ag = CHRM5 agonism in calcium assay | actives 0.19% (n = 360,000) | CHO-K1 hM5 cells, Fluo-8 calcium fluorescence; 0% DMSO wells, 100% maximal acetylcholine response | AID 624037 | activation, % at 3 µM;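 active means activation above the run's mean over test compounds plus 3 SD, cut at about 23% in these data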;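 further: signal is peak over basal fluorescence ratio across the kinetic read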
Target sequence (P08912 whole entry, looked up): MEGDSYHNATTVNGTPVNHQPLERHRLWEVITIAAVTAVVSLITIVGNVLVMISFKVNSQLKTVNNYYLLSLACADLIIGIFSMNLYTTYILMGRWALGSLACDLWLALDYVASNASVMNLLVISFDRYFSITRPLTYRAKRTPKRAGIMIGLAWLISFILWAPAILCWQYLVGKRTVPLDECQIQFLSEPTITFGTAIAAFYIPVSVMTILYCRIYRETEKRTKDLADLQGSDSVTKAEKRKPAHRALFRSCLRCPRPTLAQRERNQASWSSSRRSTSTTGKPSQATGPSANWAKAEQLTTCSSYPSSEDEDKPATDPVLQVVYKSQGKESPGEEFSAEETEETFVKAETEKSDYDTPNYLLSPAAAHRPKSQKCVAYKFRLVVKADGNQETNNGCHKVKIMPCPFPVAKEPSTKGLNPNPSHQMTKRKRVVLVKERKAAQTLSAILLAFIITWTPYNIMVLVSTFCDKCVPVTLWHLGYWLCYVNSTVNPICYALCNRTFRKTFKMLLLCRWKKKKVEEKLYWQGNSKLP
M4 antag = CHRM4 antagonism in calcium assay. CHO-hM4 cells, ACh EC80, Fluo-8 calcium fluorescence. P08173. inhibition, % at 3 µM. actives 0.73% (n = 360,000);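 active means inhibition above its plate's cutoff, the mean inhibition of sample wells plus 3 SD, cut at about 27% in these data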;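 further: 0% = acetylcholine EC80 with DMSO and 100% = DMSO without agonist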
M1 ag parental = M1 agonist counterscreen hit in parental CHO-K1 cells; Fluo-8 calcium fluorescence; scaled to maximal ATP response, vehicle zero; activation, % at 3 µM; actives 0.48% (n = 360,000); AID 602248; in the data active means activation above about 15%;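 further: untransfected CHO-K1 host cells lacking M1 receptor as counterscreen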
M5 antag = blocks acetylcholine activation of human M5 receptor. inhibition, % at 3 µM. CHO-hM5 cells, Fluo-8 calcium fluorescence, ACh EC80. actives 0.59% (n = 360,000);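 active means inhibition above a per-plate cutoff, the mean of that plate's test compounds plus 3 SD, cut at about 27% in these data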;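 further: 0% = acetylcholine EC80 with DMSO and 100% = DMSO without agonist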
CHRM5 PAM = potentiates acetylcholine response at human M5 receptor | actives 0.3% (n = 360,000) | activation, % at 3 µM | CHO-K1 hM5, Fluo-8 calcium, ACh EC20 PAM; 0% = ACh EC20, 100% = ACh EC100 | AID 624038 | P08912;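 active means activation above the run cutoff, the mean activation of all test compounds plus 3 SD, cut at about 18% in these data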
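System – CHO-K1 hM5 cells · Compound – 3 µM, single dose · Incubation – compound preincubation 140 s before EC20 acetylcholine addition · Technique – Fluo-8 calcium fluorescence · Measure – Max/basal fluorescence ratio as % of EC20–EC100 ACh window · Benchmarks – low control EC20 acetylcholine (0%), high control EC100 acetylcholine (100%) · Replication – singlicate, one well per test compound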
M1 PAM parental = nonselective activator or artifact in parental CHO-K1 calcium assay. ATP EC20, Fluo-8 calcium fluorescence; 0% at ATP EC20, 100% at ATP max. activation, % at 3 µM. actives 0.02% (n = 360,000);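 active means activation above the run cutoff, the mean activation of all test compounds plus 3 SD, cut at about 40% in these data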;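 further: peak over basal fluorescence ratio in a 140 s read after ATP addition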
CHO-K1 Ca antag = M1 antagonist counterscreen hit in parental CHO-K1 cells; ATP-induced calcium, Fluo-8 fluorescence; inhibition, % at 3 µM; actives 0.6% (n = 360,000);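 active means inhibition above a per-plate cutoff, the plate's mean sample inhibition plus 3 SD, cut at about 24% in these data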;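 further: 0% = DMSO plus EC80 ATP and 100% = DMSO alone without ATP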
Active calls of the source: *.

SMILES	CHRM4 PAM	M4 ag	M5 ag	M4 antag	M1 ag parental	M5 antag	CHRM5 PAM	M1 PAM parental	CHO-K1 Ca antag
O=C(COc1ccccc1)Nc1ccccc1N1CCN(c2ccc(F)cc2)CC1	6	-1	-3	5	0.4	10	-5	19	-7
CCCn1nnnc1NCc1cccc(OC)c1OCC	2	1	-2	-12	0.4	2	3	-4	3
CCN(Cc1ccccc1)C(=O)c1ccc(CS(=O)c2ccccc2C)o1 (centres undefined)	1	6	-2	-4	3.3	1	0	-6	-6
O=C(NCCS(=O)(=O)N1CCN(c2ccccc2)CC1)c1cccc(F)c1	1	2	-4	2	0.3	-5	-5	-9	9
CC(NC(=O)Nc1ccc2c(c1)OCO2)C1CCCO1 (centres undefined)	1	1	0	5	1.8	3	-2	-3	10
O=C(O)c1cnn(-c2nc(-c3ccc(Br)cc3)cs2)c1C(F)(F)F	-10	7	-5	14	2.1	12	-4	5	9
N/C(=N/OC(=O)c1ccccc1F)c1nonc1N	0	1	1	-5	0.4	-5	2	1	-7
COc1cccc(-c2ccc3c(c2)O[C@H](CN(C)C(=O)c2ccccc2F)[C@H](C)CN([C@H](C)CO)S3(=O)=O)c1	0	8	2	-25	2.9	-2	-6	7	-17
COc1ccc(C(CNC(=O)c2ccco2)N2CCCCC2)cc1 (centres undefined)	-2	1	-9	2	1.9	-7	10	29	-18
OCC[C@H]1C[C@H](O)[C@@H](O)[C@]2(CCCc3ccccc3O2)O1	5	1	3	1	0.9	-2	-2	1	-2
COc1cc(/C=N/NC(=O)c2ccc(CSc3nncn3C)cc2)ccc1OCC(=O)N1CC(C)OC(C)C1 (centres undefined)	0	0	1	3	0.1	1	5	-6	-2
NC(=O)[C@@H]1CCCN1Cc1nc(Cc2ccccc2Cl)no1	-3	1	0	-2	1.6	14	-2	-13	1
COc1ccc(CCNC(=O)CN(Cc2ccc(Cl)cc2)S(C)(=O)=O)cc1OC	-3	2	-2	1	0.8	2	-2	6	-9
Cc1ccsc1/C=N/NC(=O)CSCc1ccc(Cl)cc1	0	2	-1	-2	2.2	0	-3	12	-3
COc1ccc(S(=O)(=O)NCC2CCCN(C(=O)C3CCCC3)C2)cc1 (centres undefined)	-9	1	2	12	-0.4	7	-3	-13	-3
CCOC(=O)[C@]12CCC=C1N(CCC1=CCCCC1)C(=O)[C@H](CC(=O)N1CCCCC1)C2	2	-1	0	0	-0.2	-5	-2	1	-5
CCc1nnc(NC(=O)c2ccc(S(=O)(=O)N3CCc4ccccc4C3)cc2)s1	-3	0	-1	-3	0.0	2	0	16	-7
CCCCNC(=O)C(Sc1ccccc1)c1ccccc1 (centres undefined)	-4	0	-4	11	1.1	4	-3	29	-5
CSc1nc(N2CCN(Cc3ccc4c(c3)OCO4)CC2)c2ccccc2n1	5	-2	-4	-11	-0.9	-1	6	5	-11
CCOC(=O)c1c(C)[nH]c(C(=O)CSc2nc3ccccc3o2)c1C	4	0	-5	2	0.2	4	15	17	-17
CC(C)c1c(C(=O)N/N=C/c2c[nH]c3ccccc23)nnn1-c1nonc1N	-7	12	4	16	4.6	13	-6	5	2
COC(=O)c1ccccc1NC(=O)C/C(C)=N/NC(=O)Cc1ccc(Cl)cc1	-4	1	-1	-2	0.0	8	-1	8	-13
COc1ccc(C)cc1NC(=O)CSc1nnc(-c2cc(C)[nH]n2)n1N	2	-1	-3	-4	0.0	-6	2	12	-7
O=C(O)c1ccc(NC(=O)C(c2ccccc2)c2ccccc2)cc1	2	0	1	-6	0.3	6	4	10	-8
COc1ccccc1-c1cnc(C(O)c2ccc(C)cc2)[nH]1 (centres undefined)	2	4	3	-10	1.1	-7	2	8	-3

Quoted at random: five entries already listed, in no set order.
SMILES	CHRM4 PAM	M4 ag	M5 ag	M4 antag	M1 ag parental	M5 antag	CHRM5 PAM	M1 PAM parental	CHO-K1 Ca antag
COC(=O)c1ccccc1NC(=O)C/C(C)=N/NC(=O)Cc1ccc(Cl)cc1	-4	1	-1	-2	0.0	8	-1	8	-13
O=C(O)c1ccc(NC(=O)C(c2ccccc2)c2ccccc2)cc1	2	0	1	-6	0.3	6	4	10	-8
NC(=O)[C@@H]1CCCN1Cc1nc(Cc2ccccc2Cl)no1	-3	1	0	-2	1.6	14	-2	-13	1
O=C(NCCS(=O)(=O)N1CCN(c2ccccc2)CC1)c1cccc(F)c1	1	2	-4	2	0.3	-5	-5	-9	9
CCN(Cc1ccccc1)C(=O)c1ccc(CS(=O)c2ccccc2C)o1 (centres undefined)	1	6	-2	-4	3.3	1	0	-6	-6

Remaining list, next part.
SMILES	CHRM4 PAM	M4 ag	M5 ag	M4 antag	M1 ag parental	M5 antag	CHRM5 PAM	M1 PAM parental	CHO-K1 Ca antag
O=C(C1CC1c1ccccc1)N1CCOCC1 (centres undefined)	6	0	0	7	-0.1	2	3	-5	-15
COc1ccc(O)c(/C=N/Nc2nc3ccccc3[nH]2)c1	5	1	-2	0	0.9	3	8	25	-5
Cc1ccc(C(=O)OCC(=O)N2CCCc3ccccc32)cc1C	11	3	0	-8	-0.2	8	1	-15	5
Cc1ccc2nc(N3CCN(C(=O)CCCC(=O)O)CC3)nc(-c3ccccc3)c2c1	2	1	-3	-13	0.6	1	-2	18	-16
Cc1ccc(Cc2nnc3n(-c4ccccc4)nc(C(=O)c4ccccc4)n3c2=O)cc1	10	0	8	-6	0.8	7	6	19	-11
O=c1ncccn1C1OC(CO)C(O)C1O (centres undefined)	3	0	3	-9	0.5	-7	0	2	1
Cc1ccc(NC(=O)/C=C/c2cccc([N+](=O)[O-])c2)nc1	-1	0	-1	5	3.4	8	-1	-3	8
Cc1ccc2cc(C#N)c(SCC(=O)NCC3CCCO3)nc2c1 (centres undefined)	26*	1	-1	-3	-0.3	-6	6	9	-4
COc1ccc(OC(C)C(=O)N2CC(C)OC(C)C2)cc1 (centres undefined)	3	2	2	1	0.1	-3	6	-8	-6
CCc1nc(SCC(=O)NC2CC2)c2c(C)c(C)sc2n1	-4	2	-2	6	3.1	9	1	6	-12
COc1ccc(OCC(=O)OC(C)CN2CCCCC2)cc1 (centres undefined)	4	1	6	2	0.9	-8	0	18	3
O=C(N/N=C/c1ccc(-c2ccc([N+](=O)[O-])cc2)o1)c1cccnc1	-4	10	3	-8	5.5	0	-5	22	-13
CC1CCCCN1C(=O)c1ccccc1NC(=O)c1ccco1 (centres undefined)	-1	0	-4	-1	0.3	1	0	13	-6
COCc1cc(C)n(CC(=O)Nc2ccc(N3CCOCC3)c(Cl)c2)c(=O)c1C#N	-5	0	2	-5	3.1	1	6	18	-19
COc1ccc(OCC(=O)N/N=C2\CCCCc3ccccc32)cc1	0	0	-5	0	0.9	9	-1	3	-10
Cc1ccc(/C=C/C(=O)OCC(=O)NCc2ccccc2)o1	6	1	1	-2	1.4	6	1	9	1
CCCCNC(=O)C1(C)CCN1C(=O)c1oc2ccccc2c1C (centres undefined)	5	1	-2	-11	3.2	4	-2	20	-15
O=C(CN1C(=O)NC2(CCOc3ccccc32)C1=O)c1ccc[nH]1 (centres undefined)	0	6	0	-16	0.3	1	-3	-7	3
COc1ccc(C2/C(=C(\O)c3ccc4c(c3)OCCO4)C(=O)C(=O)N2CCCn2ccnc2)cc1 (centres undefined)	6	1	-5	1	2.6	6	1	28	-21
Cc1ccc(C)c(NC(=S)NC(C)C(c2ccccc2)N2CCN(C)CC2)c1 (centres undefined)	-7	1	-10	7	1.0	4	4	-4	-6
COCCNC(=O)NC(=O)COC(=O)Cc1ccc2c(c1)OCCO2	25	0	-1	-1	0.2	-5	-1	18	-10
Cc1cc(OCC(O)CN(C)C(=O)C(C)Oc2ccccc2)ccc1Cl (centres undefined)	-7	6	3	0	4.0	6	1	7	6
CC(=O)Nc1cccc(C(=O)Oc2cccc(C)c2)c1O	7	1	-2	3	0.2	-6	3	-5	15
CCN(c1ccccc1)S(=O)(=O)c1ccc(OC)c(NS(=O)(=O)c2cccs2)c1	-1	1	0	-1	2.0	7	1	17	-2
Cc1cc(C)n(-c2ccc(C(=O)OCC(=O)Nc3ccc(S(=O)(=O)N4CCCCC4)cc3)cc2)n1	-14	4	-1	16	1.4	9	-10	4	10

(cont.)
SMILES	CHRM4 PAM	M4 ag	M5 ag	M4 antag	M1 ag parental	M5 antag	CHRM5 PAM	M1 PAM parental	CHO-K1 Ca antag
O=C(CCl)c1ccc2c(c1)CCN2C(=O)C1CCCCC1	0	1	0	-4	0.6	10	4	6	-2
COc1cc(C(=O)NCCNc2nc3cc(C)ccc3cc2C#N)cc(OC)c1OC	3	1	-3	0	0.3	14	10	9	9
CC(C)Oc1ccc(C(=O)Nc2ccc(N3CCCCC3)cc2)cc1	6	1	0	-5	-0.1	7	1	13	-10
COc1ccc(S(=O)(=O)N2CCOCC2)cc1NC(=O)COc1ccccc1	1	3	3	-10	0.5	1	-2	-3	-6
O=C(CCCCn1c(=O)c2ccccc2n(CC(=O)Nc2ccccc2)c1=O)NCc1ccco1	2	0	-1	-4	-0.6	0	-8	12	-6
CN(C)S(=O)(=O)c1cc(NC(=O)COC(=O)CCc2ccccc2)ccc1Cl	-12	8	4	10	6.4	7	-6	-18	-10
COc1ccc(-n2c(=O)c3c4c(sc3n3c(=S)[nH]nc23)CCCC4)cc1	8	1	-1	-5	-0.8	-2	3	14	-3
O=C(CSc1cn[nH]n1)Nc1ccccc1C(F)(F)F	-1	1	-1	8	0.3	11	-1	-5	-12
O=C1C(=O)N(Cc2cccnc2)C(c2ccccn2)/C1=C(/O)c1ccc(F)cc1 (centres undefined)	0	1	-4	3	0.0	-1	-4	0	-4
O=C(NCCS(=O)(=O)NC1CCCC1)c1ccccc1	8	0	2	7	0.7	0	5	4	-12
O=C(Cc1ccccc1)Nc1ccc(NC(=O)c2cccs2)cc1Cl	-1	11	3	-10	2.2	2	-5	5	8
O=C(NC1CCCCC1)C1CCC(=O)N(Cc2cccc(C(F)(F)F)c2)C1 (centres undefined)	8	1	-3	6	0.5	9	4	-5	-2
CN1CCCN(C(=O)c2ccccc2Cl)CC1	-3	1	-24	-6	0.1	-10	3	15	-17
COc1ccc(/C=N/Nc2nnc(C)n2N)cc1OC(C)=O	-4	1	1	0	-0.1	4	-1	14	-14
CCCC(=O)NC(c1ccc(C(C)C)cc1)c1ccc2cccnc2c1O (centres undefined)	3	7	1	-5	8.8	-2	0	26	-13
CC(=O)Oc1cc2c(C(=O)NCCCN3CCOCC3)c(C)oc2c2ccccc12	-2	2	0	0	1.5	-3	-2	9	-10
Cc1nn(C2CCCCC2)c(N)c1-c1ccccc1	0	0	1	9	0.2	3	-3	1	10
COc1ccc(-c2ccc(C(=O)Nc3ccc(NC(C)=O)cc3)c3occc23)c(C)c1	1	0	0	-5	-0.2	8	-1	-11	4
CCCCn1c(NCCN(C)C)nc2c1c(=O)[nH]c(=O)n2C	12	1	-7	-4	-0.2	-3	22*	-2	-1

Some of these compounds in order of the M4 ag value, low to high.
Compound | CHRM4 PAM | M4 ag | M5 ag | M4 antag | M5 antag | CHRM5 PAM
O=C(CCCCn1c(=O)c2ccccc2n(CC(=O)Nc2ccccc2)c1=O)NCc1ccco1 | 2 | 0 | -1 | -4 | 0 | -8
O=C(NC1CCCCC1)C1CCC(=O)N(Cc2cccc(C(F)(F)F)c2)C1 (centres undefined) | 8 | 1 | -3 | 6 | 9 | 4
COc1ccc(S(=O)(=O)N2CCOCC2)cc1NC(=O)COc1ccccc1 | 1 | 3 | 3 | -10 | 1 | -2
CCCC(=O)NC(c1ccc(C(C)C)cc1)c1ccc2cccnc2c1O (centres undefined) | 3 | 7 | 1 | -5 | -2 | 0
